GLA spleen mod: inhibitors or activators of human alpha-galactosidase in spleen homogenate | P06280 | human spleen homogenate, 4MU-alpha-Gal fluorescence, 40 min | Potency, µM (doses to about 80 µM), inactives show at the highest dose activity change, negative = inhibition, most hits filed as inhibitors | 240,000 compounds, 0.008% hits;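 also: 0% = enzyme with vehicle and -100% = no enzyme basal signal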
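Human spleen homogenate (1 ug) was the enzyme source, with 4-methylumbelliferyl-alpha-D-galactopyranoside (1 mM final) in pH 5.0 citrate buffer with 0.01% Tween-20. Compounds were titrated; after 40 min at 37C, NaOH/glycine stop, 4-MU fluorescence read; AC50 from Hill fits.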
ALDH1A1 inh: inhibitors of human aldehyde dehydrogenase 1A1. Potency, µM (top dose mostly 75.3 µM), without a hit: top-dose activity, negative = inhibition, most hits filed as inhibitors. Purified ALDH1A1, NADH fluorescence, propionaldehyde substrate. 220,000 compounds, 7.3% hits; active = well fitted inhibition curve with a large enough effect, not every such curve was filed as active; inconclusive = small, poorly fitted or top-dose-only effect, or another doubt; inactive = no such curve, though single readings can be large or run the other way;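 also: plate controls were no enzyme wells and a reference inhibitor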
Target sequence (P00352 whole entry, looked up): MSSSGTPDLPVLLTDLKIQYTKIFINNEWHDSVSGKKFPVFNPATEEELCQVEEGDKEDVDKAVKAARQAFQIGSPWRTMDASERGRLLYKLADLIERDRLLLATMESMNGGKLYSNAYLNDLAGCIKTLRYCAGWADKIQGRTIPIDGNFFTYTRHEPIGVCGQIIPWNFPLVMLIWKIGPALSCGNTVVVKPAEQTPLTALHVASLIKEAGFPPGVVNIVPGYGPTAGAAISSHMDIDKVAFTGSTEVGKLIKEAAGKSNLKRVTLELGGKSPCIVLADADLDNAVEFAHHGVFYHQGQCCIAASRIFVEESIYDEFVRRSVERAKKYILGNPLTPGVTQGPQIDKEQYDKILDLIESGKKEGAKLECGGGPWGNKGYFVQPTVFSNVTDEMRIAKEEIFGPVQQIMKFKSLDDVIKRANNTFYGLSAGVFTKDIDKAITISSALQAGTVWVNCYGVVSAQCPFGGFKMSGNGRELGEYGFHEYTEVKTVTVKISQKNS
NPSR antagonist: blocks cAMP signaling of the human neuropeptide S receptor. CHO-NPSR cells, cAMP TR-FRET, antagonist mode. Potency, µM (highest dose often 38.3 µM), without a hit: at the highest dose activity change, negative = inhibition, hits mostly inhibitors. Q6W5P4. 220,000 compounds, 1% hits; also: % is scaled to controls: 0 for no effect and ±100 for the full control effect; nearly all actives have a fitted effect of over 50% in size; many of its hits are not listed in these tables
Target sequence (Q6W5P4 whole entry, looked up): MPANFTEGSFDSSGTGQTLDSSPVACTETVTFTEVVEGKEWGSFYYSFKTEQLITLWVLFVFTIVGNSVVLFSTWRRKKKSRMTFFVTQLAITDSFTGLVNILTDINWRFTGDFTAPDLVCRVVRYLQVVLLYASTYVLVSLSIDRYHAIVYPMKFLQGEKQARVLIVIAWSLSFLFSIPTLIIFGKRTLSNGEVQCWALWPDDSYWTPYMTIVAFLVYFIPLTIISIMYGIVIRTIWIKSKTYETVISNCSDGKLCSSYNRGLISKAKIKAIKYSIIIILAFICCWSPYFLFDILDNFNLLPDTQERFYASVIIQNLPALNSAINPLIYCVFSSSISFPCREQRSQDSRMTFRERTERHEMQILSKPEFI
Epigenetic reg: regulators of epigenetic silencing causing reporter derepression in mouse cells. murine LDR cells, GFP reporter derepression, 30 h. Potency, µM (doses to about 53.9 µM), inactives show at the highest dose GFP activation, most hits filed as activators. 280,000 compounds, 0.2% hits. AID 1865; also: % of control where 0% means no effect; nearly all actives have a fitted effect of over 60% in size
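Readout is the number of GFP-expressing murine LDR cells, counted by cytometry following washing. Cells were treated with compound for 30 h at 37 C; the stably integrated CMV-GFP locus is normally silent.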
GAA glycogen: inhibitors or activators of human alpha-glucosidase glycogen cleavage; 300,000 compounds, 0.38% hits; Potency, µM (series often up to 76.4 µM), for inactives: at the top dose activity change, negative = inhibition, most hits filed as inhibitors; recombinant GAA, glycogen substrate, Amplex Red glucose oxidase fluorescence; AID 2100; P10253;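 also: 0% = full enzyme reaction and -100% = no-enzyme basal signal; the screen sought inhibitors and activators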
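qHTS, 1536-well; enzyme 4 nM final; cpd up to 77 uM; substrate bovine liver glycogen 30 ug; 50 mM citrate/phosphate pH 5.0, 0.01% Tween-20; 37 C, 40 min; Amplex Red detection 45 min RT; Hill fit → AC50.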
GAA inh: alpha-glucosidase (human) inhibition | purified human GAA, 4-MU-alpha-glucoside fluorescence | Potency, µM (top dose mostly 76.9 µM), inactives show at the top dose activity change, negative = inhibition, actives largely listed as inhibitors | 200,000 compounds, 0.005% hits | AID 1466;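 also: plate controls were uninhibited enzyme wells for no effect and no-enzyme background for full effect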
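Fluorogenic assay: 4 nM human alpha-glucosidase with 400 uM 4-methylumbelliferyl-alpha-D-pyranoside in 50 mM citrate/phosphate, 0.005% Tween-20, pH 5.0, 20 min at room temperature. Compounds tested up to 77 uM; AC50 from Hill fits.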
Tau fluor counter: counter-screen for tau fibril formation inhibitors; tau K18 P301L Alexa594 fluorescence, heparin fibrillization; 280,000 compounds, 0.93% hits; Potency, µM (titrated, usually from 57.7 µM), for the others: at the highest dose activity change, negative = decrease; also: % is scaled to controls: 0 for no effect and ±100 for the full control effect; nearly all actives have a fitted effect of over 55% in size
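Human tau K18 P301L (15 uM unlabeled, 0.24 uM Alexa 594-labeled) in 100 mM sodium acetate pH 7 with 20 uM heparin, 6 hr at 37 C. ThT 30 uM added, 1 hr ambient; Alexa 594 FP and total fluorescence read at 555/632 nm.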
GAA spleen mod: inhibits or activates alpha-glucosidase in human spleen homogenate | P10253 | human spleen homogenate, 4-MU-alpha-glucoside fluorescence | Potency, µM (top dose mostly 79.9 µM), inactives show at the highest dose activity change, negative = inhibition, usual class: inhibitors | 240,000 compounds, 0.006% hits;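 also: 0% = enzyme with vehicle and -100% = no enzyme basal signal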
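AC50 values come from Hill-equation fits of concentration-response data, normalized to no-enzyme and full-activity controls. Enzyme source: 1 ug human spleen homogenate; 1 mM fluorogenic 4-MU glucoside, pH 5.0 citrate buffer, 37 C, 40 min.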
* hit, by the source's call; ? = inconclusive; . = not tested or not shown; & = joins results of further samples; [ ] = remark or other dose. Unless noted, calls follow the shape of the dose curve; as a rule, active = well fitted curve in the direction sought with a large enough effect; inconclusive = small, poorly fitted or top-dose-only effect, or another doubt; inactive = no such curve, though single readings can be large; an effect the other way counts as inactive or inconclusive. Potency is read from the fitted curve at half-maximal effect. A portion of the library. The share of hits here may be higher or lower than overall.

SMILES | GLA spleen mod | ALDH1A1 inh | NPSR antagonist | Epigenetic reg | GAA glycogen | GAA inh | Tau fluor counter | GAA spleen mod
C#CCOCCOCCOCCNc1nc(N2CCN(C(=O)[C@H](CCCCN)n3cc([C@@H](N)CO)nn3)CC2)nc(N2CCN(C(=O)[C@H](Cc3cc4ccccc4[nH]3)n3cc([C@@H](N)CC(C)C)nn3)CC2)n1 | 6% | -7% | -21% | 4.5% | -7% | . | 1% | -2%
Cc1cc(C(=O)NC(C)CCC(C)C)c2ccccc2n1 (stereo unspecified) | 1% | -13% | -3% | -3.9% | 11% | -2% | 2% | -2%
CCOC(=O)C1(Cc2cccc(F)c2)CCN(CC2CC2)CC1 | -1% | -1% | -3% | -4.8% | 18% | 13% | 3% | -1%
C/C(CC(=O)Nc1ccccn1)=N\NC(=O)c1cccc(C)c1 | -6% | 4% | -13% | 2.5% | -14% | 13% | -20% | 1%
CCOc1cc(C2C(C(=O)c3ccccc3)=C(C(=O)OC)Nc3nnnn32)ccc1O (stereo unspecified) | 0% | 8% | -11%[46.1 µM] | -0.9% | -14% | -3% | -13% | 8%
Cc1nc(Nc2ccc3c(c2)OCCO3)c2c(C)c(C)sc2n1 | -6% | ? | -17% | 0.0% | -2% | -4% | -26% | .
COc1ccccc1C(=O)Nc1ccc(S(=O)(=O)Nc2onc(C)c2C)cc1 | 11% | . | -1% | 8.0% | 7% | . | 17% | 0%
COC(=O)Cc1ccc(NC(=O)c2cccs2)cc1 | 0% | 11% | 3%[46.1 µM] | -2.2% | -3% | -7% | -2% | -6%
Cc1ccc[n+](-c2nc([O-])sc2C=O)c1 | -3% | -3% | 9% | -2.2% | 4% | -12% | -5% | -3%
COC(=O)c1ccc(S(=O)(=O)N2CCN(CCO)CC2)n1C | -8% | . | 11% | 4.0% | -2% | . | 5% | -3%
COc1cc(-c2nc3ccc(C)cn3c2Nc2ccc3c(c2)OCCO3)ccc1O | -1% | ? | -9% | 0.2% | 0% | ? | 16µM*[quencher] | -1%
OCC1CCCN(Cc2cn(Cc3ccccc3)nc2-c2cc3ccccc3o2)C1 (stereo unspecified) | 3% | ? | -1% | 2.1% | -9% | -3% | -11% | -1%
O=c1[nH]c(CN2CCN(c3ccccc3)CC2)nc2ccccc12 | 9% | -9% | -12%[46.1 µM] | 1.0% | 2% | 12% | -3% | 2%
CCOC(=O)C1=C(C)C2C3C(=O)N(c4cc(C)ccc4C)C(=O)C3C1(C)C1C(=O)N(c3cc(C)ccc3C)C(=O)C21 (stereo unspecified) | -7% | -4% | -7% | -3.2% | 11% | -11% | -27% | -3%
CCOC(=O)N1CCN(C(=S)Nc2cccc(C)c2C)CC1 | 8% | -7% | -6%[46.1 µM] | -0.9% | -3% | 6% | -1% | 6%
CC1(C)Cc2c(c(-c3ccccc3)nc3sc4c(=O)[nH]c(=S)[nH]c4c23)CO1 | -2% | . | -21% | -2.6% | 2% | . | -5% | -5%
CCOc1ccc(-c2csc(NC(=O)c3cccc(N4C(=O)CCC4=O)c3)n2)cc1 | -6% | . | -41% | 4.6% | -8% | . | 3%[0.0958 µM] | -2%
CC(C)(C)n1cnnc1Sc1ncccc1[N+](=O)[O-] | 7% | . | 10% | -1.1% | 6% | . | 0% | 4%
O=C(Cn1c(=O)oc2cc(S(=O)(=O)N3CCCC3)ccc21)N1CCN(C2CCCCC2)CC1 | 2% | ? | 1%[46.1 µM] | -1.7% | -15% | -10% | -19% | 2%
O=C(C1=C(O)C(=O)N(Cc2ccccc2)C1c1ccco1)c1ccco1 (stereo unspecified) | -15% | -13% | -8%[46.1 µM] | -1.1% | -4% | 1% | -1% | 3%
COc1ccccc1N1CCN(C(=O)Cn2nc(C(F)(F)F)c3c2CCC3)CC1 | 5% | 6% | -8%[46.1 µM] | 0.0% | 5% | -11% | 0% | -4%
Cn1c(NCc2cccnc2)nc2c1c(=O)n(Cc1ccccc1F)c(=O)n2C | 14% | ? | -20%[46.1 µM] | -7.9% | -1% | 1% | 5% | -6%
COC(=O)c1c(NC(=O)c2ccco2)sc2c1CCC2 | 1% | ? | -17%[46.1 µM] | 1.1% | -2% | ? | -14% | 0%
O=S1(=O)c2ccccc2C(CCO)N1Cc1ccccc1 (stereo unspecified) | 0%&-2% | . | 11% | 0.0% | -2% | . | 14% | 1%&-1%
Cc1nn(-c2ccc(F)cc2)c2sc(C(=O)N3CCCCCC3)cc12 | 5% | 35µM* | ? | 1.1% | 0% | 0% | -1% | -8%
O=C(CC1N=C2c3ccccc3N=C(SCc3ccc(F)cc3)N2C1=O)NCc1ccco1 (stereo unspecified) | 8% | ? | -15%[46.1 µM] | -2.2% | -21% | -5% | -14% | -6%
CCC(=O)Nc1nc(-c2cc([N+](=O)[O-])cs2)cs1 | 0% | ? | ? | 0.0% | -5% | -9% | -21% | 1%
Cc1cc(C)nc(SCC(=O)Nc2ncc(Cc3cccc(Cl)c3Cl)s2)n1 | 3% | -11% | -1% | -1.1% | 11% | -2% | 4% | -8%
Cc1cc(C(=O)N2CCCC(CCC(=O)N3CCN(c4ccccn4)CC3)C2)c(C)o1 (stereo unspecified) | -3% | ? | -8% | -2.0% | -9% | 1% | -3% | -1%
Cc1cc(NS(=O)(=O)c2ccc(NC(=O)c3cc(-c4cccnc4)nc4ccc(Cl)cc34)cc2)no1 | 11% | -5% | -5%[46.1 µM] | -2.0% | -3% | -10% | ? | 0%
O=C(C1CCN(Cc2cccs2)CC1)N1CCN(Cc2ccc3c(c2)OCO3)CC1 | 2% | ? | 35% | 3.7% | 6% | -3% | -10% | 6%
O=C(c1cnc2n(c1=O)CCS2)N1CCN(c2ccc([N+](=O)[O-])cc2)CC1 | -2% | ? | -9%[46.1 µM] | -0.8% | -3% | -18% | -2% | -3%
O=C(COC(=O)c1ccc[nH]c1=O)NCC1CCCO1 (stereo unspecified) | -1% | 1% | 1%[46.1 µM] | 3.1% | -4% | -1% | 4% | -6%
COc1cccc(NC(=O)Nc2nccc(C)n2)c1 | -2% | 6% | 12% | 0.9% | 10% | -1% | -5% | -8%
CCCCc1nc(Cl)c(C#N)c2c1CSC(C)(C)C2 | 1% | -6% | -13% | 0.0% | 14% | -1% | -5% | -8%
CC(C)(C)NC(=O)CN(Cc1cccs1)C(=O)CNS(=O)(=O)c1ccc(F)cc1 | -1% | 4% | 8% | 0.2% | -3% | 12% | 1% | 11%
CCN(CCNC(=O)C1CCN(S(=O)(=O)c2cccc3cccnc23)CC1)c1ccccc1 | 5% | 40µM* | -16%[46.1 µM] | 3.8% | -12% | 1% | 9% | 3%
CC(C)OCCCN1C=C2C(=O)C(C)(OC(=O)C3CCCC3)C(=O)C=C2C=C1c1ccsc1 (stereo unspecified) | 1%[17.5 µM] | ? | . | . | . | . | ? | 2%[17.4 µM]
CN(C)c1ccc(-n2cccc2/C=N/n2cnnc2)cc1 | -11% | -5% | 3% | -0.9% | 6% | 2% | 2% | -4%
O=C(c1cc(-c2ccncc2)nc2ccccc12)N1CCN(c2ccccn2)CC1 | -13% | -15% | -3%[46.1 µM] | 1.2% | 5% | ? | 2% | -2%
Cn1cccc1CNC(=O)Nc1ccc(Cl)c(Cl)c1 | -11% | -7% | -6%[46.1 µM] | -1.4% | 5% | -5% | ? | 0%
N#CC(C(=O)c1ccccc1)=C1SCCS1 | 3% | 14µM* | -10% | 0.0% | 10% | -1% | -12% | 1%
Cc1c(Cl)cccc1N=C(N)N=C(N)N | -4% | -1% | -29% | 1.9% | -11% | 6% | 3% | -16%
O=C(NCc1ccc(N2CCCC2=O)cc1)c1ccc(F)cc1 | 9% | 7% | 16% | 6.9% | 6% | 6% | -12% | 2%
C/C=C/c1ccc(OCCOc2ccc(C=O)cc2)c(OC)c1 | 8% | ? | 1% | 0.0% | -2% | 0% | -15% | -5%
O=C(c1ccc(N2CCCCC2)c([N+](=O)[O-])c1)N1CCN(c2ccccn2)CC1 | -16% | ? | -18% | -0.1% | -1% | -30% | -7% | -9%
O=Cc1cc2cc3c(cc2nc1Cl)OCCO3 | 7% | . | 2% | 8.1% | 4% | . | 0% | 3%
Cc1ccc2nc(SC(C)C(=O)NCc3ccc4c(c3)OCO4)[nH]c2c1 (stereo unspecified) | -1% | -2% | 1%[46.1 µM] | -0.9% | 10% | -5% | -11% | -4%
O=C(/C=C/c1ccc(F)cc1)NCc1cccs1 | -4% | -6% | 5% | 1.1% | 9% | -2% | -4% | -2%
C=CCn1cc(C(=O)OCC)c(=O)c2ccc(F)cc21 | 5% | 5% | 16% | -2.5% | -4% | -4% | -5% | -2%
COC(=O)CCC(=O)NC(=S)Nc1ccc(S(=O)(=O)Nc2cc(OC)nc(OC)n2)cc1 | 0% | -18% | -12% | -1.5% | -7% | -22% | -1% | 4%
O=C(O)CC/C(=C\c1ccc(N2CCCC2)c([N+](=O)[O-])c1)c1nc2ccccc2s1 | -5% | 1.3µM* | -39% | -1.5% | 24% | -1% | -24% | -6%
COc1ccc(C2(CNC(=O)c3ccccc3[N+](=O)[O-])CCOCC2)cc1 | 7% | -6% | 12% | -2.1% | 17% | 10% | 0% | 15%
Cn1c2c(c(=O)n(C)c1=O)C(CC(=O)Nc1ccccc1F)C(=O)N2 (stereo unspecified) | 1% | . | 4% | 0.1% | 0% | . | -7% | 1%
Cc1ncoc1C(=O)N1CCCC(C(=O)c2cccc(OC(C)C)c2)C1 (stereo unspecified) | 3% | 25µM* | 27% | 0.0% | 22% | -1% | -15% | -8%
CCOc1ccc(Nc2nc(N3CCCC3)nc(N3CCN(c4ccc(OC)cc4)CC3)n2)cc1 | 3% | 8% | -9% | 0.3% | 10% | ? | -13% | -3%
COc1ccc(-n2c(C)nc3cc(C(=O)NCc4ccc5c(c4)OCO5)ccc32)cc1 | -15% | 7% | 4% | 0.1% | 5% | 2% | -3% | -7%

Arranged by length of the SMILES (smallest number first): 3 of the compounds above.
SMILES | GLA spleen mod | ALDH1A1 inh | NPSR antagonist | Epigenetic reg | GAA glycogen | GAA inh | Tau fluor counter | GAA spleen mod
CCCCc1nc(Cl)c(C#N)c2c1CSC(C)(C)C2 | 1% | -6% | -13% | 0.0% | 14% | -1% | -5% | -8%
Cn1c2c(c(=O)n(C)c1=O)C(CC(=O)Nc1ccccc1F)C(=O)N2 (stereo unspecified) | 1% | . | 4% | 0.1% | 0% | . | -7% | 1%
O=C(c1cc(-c2ccncc2)nc2ccccc12)N1CCN(c2ccccn2)CC1 | -13% | -15% | -3%[46.1 µM] | 1.2% | 5% | ? | 2% | -2%
